From PubChem
rCAG binder: binders of r(CAG) RNA repeats, primary screen, biochemical, fluorescence. inhibition, % at 3 µM. r(CAG) RNA repeat, TO-PRO-1 dye displacement fluorescence. 370,000 compounds, 1.3% hits;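 active means inhibition above the plate cutoff, the mean of all test compounds on that plate plus 3 SD, cut at about 35% in these data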;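 further: 0% = DMSO alone and 100% = 100 µM mitoxantrone as full dye displacement; higher means more dye released from RNA so lower well fluorescence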
PRMT1 FP inh: PRMT1 methyltransferase inhibitors, primary screen, biochemical, fluorescence polarization. Protein arginine N-methyltransferase 1 (Homo sapiens), Q99873. recombinant PRMT1, activity-based probe fluorescence polarization. inhibition, % at 2.79 µM. 370,000 compounds, 1.3% hits. AID 652257, 2013;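 active means inhibition above about 21% made by adding two undisclosed values, limit read from the data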
LEDGF integ inh: blockers of LEDGF/p75-dependent integrase strand transfer – biochemical, TR-FRET, high throughput, primary screen | AID 743269, 2014 | TR-FRET IN-LEDGF/p75 DNA integration, Eu/Cy5 | HIV-1 integrase (with human LEDGF/p75) | 370,000 compounds, 0.64% hits | inhibition, % at 3.7 µM;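 active means inhibition above the screen-wide mean plus 3 SD, cut at about 13% in these data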;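 further: signal is the Cy5 over europium emission ratio at 671 and 618 nm; 0% = plate median of compound wells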
TCR-CD3 inh: inhibitors of human TCR-CD3 interaction, primary screen, biochemical, fluorescence, TAMRA-labeled TCR probe. T-cell receptor (TCR). inhibition, % at 9.4 µM. 360,000 compounds, 0.37% hits. AID 651800, 2012; in the data active means inhibition above about 19%;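 further: recombinant mutant TCR 2C K166C tagged with TAMRA read by polarization; 0% = receptor in buffer alone and 100% = receptor with positive control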
mABHD4 FP: ABHD4 inhibitors, primary screen, biochemical, fluorescence polarization, mouse | (Lyso)-N-acylphosphatidylethanolamine lipase (Mus musculus), Q8VD66 | purified mABHD4, FP-Rh probe fluorescence polarization | inhibition, % at 8.92 µM | 370,000 compounds, 0.54% hits;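 active means inhibition exceeding the mean over every tested compound plus 3 SD, cut at about 30% in these data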;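 further: 0% = plate median of compound wells and 100% = S159A mutant with DMSO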
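System: mouse ABHD4 enzyme, wild type / Medium: HEPES pH 7.0, NaCl, Pluronic buffer / Reagent: FP-Rh activity-based fluorescent probe / Control set: S159A mutant high control, sample median low control / Detection: fluorescence polarization with parallel and perpendicular emission, 525/598 nm / Schedule: 45 min + 60 min at 25 °C / Compound dosing: 8.92 µM, single dose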
GC-B act: human GC-B receptor activators, primary screen, HEK293 GC-B cells, cGMP TR-FRET, EC30 CNP; 0% at EC30 CNP, 100% saturating CNP; Atrial natriuretic peptide receptor 2 (Homo sapiens), P20594; activation, % at 10 µM; 370,000 compounds, 0.11% hits; AID 1920062, 2024;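 active means activation at 10 µM reaching about 35% in either raw or pattern-adjusted values, limit read from the data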
MBD2 inh: inhibitors of MBD2 binding to methylated DNA, primary screen, biochemical, TR-FRET, DNA-binding domain, human; 370,000 compounds, 0.31% hits; inhibition, % at 4.4 µM; AID 686964, 2013; MBD2 binding to methylated oligonucleotide; Methyl-CpG-binding domain protein 2 (Homo sapiens), Q9UBB5; in the data active means inhibition above about 13%
TDP2 absorb: human TDP2 enzyme inhibitors, primary screen, biochemical, epi absorbance, recombinant enzyme; Tyrosyl-DNA phosphodiesterase 2 (Homo sapiens), O95551; T5PNP hydrolysis, p-nitrophenol absorbance 415 nm; inhibition, % at 12.8 µM; 370,000 compounds, 0.34% hits; AID 720702, 2013;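 active means inhibition above the mean of all tested compounds plus 3 SD, set per campaign, cut at about 25% in these data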;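 further: 0% = DMSO with enzyme and 100% = buffer with substrate but no TDP2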
Target sequence (O95551 whole entry, looked up): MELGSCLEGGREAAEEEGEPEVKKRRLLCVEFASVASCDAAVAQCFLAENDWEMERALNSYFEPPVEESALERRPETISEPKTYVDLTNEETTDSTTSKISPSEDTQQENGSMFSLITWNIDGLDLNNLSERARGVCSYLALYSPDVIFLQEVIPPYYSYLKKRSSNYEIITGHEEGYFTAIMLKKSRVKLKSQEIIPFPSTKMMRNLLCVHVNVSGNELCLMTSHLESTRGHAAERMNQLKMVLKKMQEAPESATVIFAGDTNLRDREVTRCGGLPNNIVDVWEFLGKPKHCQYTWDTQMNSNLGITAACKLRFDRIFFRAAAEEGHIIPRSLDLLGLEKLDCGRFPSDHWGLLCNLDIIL
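Test system: Human TDP2 enzyme | Reagent: 5 mM T5PNP | Compound dosing: 12.8 µM single point, 1% DMSO | Incubation: Enzyme reaction with compound for 2 h at 37 °C | Technique: p-Nitrophenol epi absorbance | Read-out: % inhibition relative to enzyme-containing and enzyme-free wells | Benchmarks: High control without enzyme, low control DMSO plus TDP2 | Replicates: Singlicate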
HTRA1 inh: HTRA1 serine protease inhibitors, primary screen, biochemical, fluorescence polarization, HTS; 340,000 compounds, 0.5% hits; recombinant HTRA1, FP-rhodamine activity-based probe; Q92743; AID 504803, 2011; inhibition, % at 5.96 µM; in the data active means inhibition above about 36%;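 further: 0% = enzyme with DMSO and 100% = wells lacking enzyme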
SIAE inh: human SIAE inhibitors, primary screen, biochemical, fluorescence polarization, FP-Rh probe, 1536-well HTS | SIAE FP-Rh probe binding | 370,000 compounds, 0.69% hits | inhibition, % at 9.66 µM;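 active means inhibition above a cutoff: mean of compounds within the control limits plus 3 SD of those, cut at about 17% in these data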;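 further: 0% = plate median of compound wells and 100% = probe without SIAE protein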
Target sequence (Q9HAT2 whole entry, looked up): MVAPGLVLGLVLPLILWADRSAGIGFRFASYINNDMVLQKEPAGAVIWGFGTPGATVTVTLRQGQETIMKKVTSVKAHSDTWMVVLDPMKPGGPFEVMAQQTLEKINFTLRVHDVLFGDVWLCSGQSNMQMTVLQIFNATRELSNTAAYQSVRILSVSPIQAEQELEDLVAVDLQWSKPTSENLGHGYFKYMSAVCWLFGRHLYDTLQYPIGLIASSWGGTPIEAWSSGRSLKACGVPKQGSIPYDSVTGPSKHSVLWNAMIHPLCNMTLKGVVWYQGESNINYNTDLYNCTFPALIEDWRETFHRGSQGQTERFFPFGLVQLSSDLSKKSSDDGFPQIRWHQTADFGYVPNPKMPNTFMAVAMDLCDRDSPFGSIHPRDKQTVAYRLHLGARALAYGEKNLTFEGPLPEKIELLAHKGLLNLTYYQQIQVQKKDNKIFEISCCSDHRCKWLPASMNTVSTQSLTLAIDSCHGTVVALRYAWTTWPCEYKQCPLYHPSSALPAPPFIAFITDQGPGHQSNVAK
Starred values were filed as active, the others as inactive; · = no result given. A portion of the library, so the mix of outcomes need not match the whole.

Preview (11 entries):
SMILES | rCAG binder | PRMT1 FP inh | LEDGF integ inh | TCR-CD3 inh | mABHD4 FP | GC-B act | MBD2 inh | TDP2 absorb | HTRA1 inh | SIAE inh
Oc1[nH]c2ccc(Br)cc2c1N=Nc1ccc(F)cc1 | 5 | 3 | -5 | -1 | 5 | -3 | 0 | -5 | -10 | 3
CCCCN1C[C@H](C)[C@@H](CC(=O)NC)C1=O | 1 | 5 | 0 | -3 | 3 | -2 | -1 | -10 | 3 | 4
O=C(CSc1nccc(=O)[nH]1)c1cc2ccccc2o1 | 7 | 13 | 1 | -1 | 6 | 0 | -1 | 9 | -6 | 8
CSc1ccc(N2CCN(CCCNC(=O)Nc3ccccc3F)CC2)cc1 | -5 | 0 | 1 | -1 | 3 | -5 | 2 | -3 | -6 | 8
COc1ccc(C2C(C(C)=O)=C(O)C(=O)N2c2ccc(C)cc2)cc1 (stereo unspecified) | 4 | -6 | 4 | 8 | 2 | 2 | -7 | 17 | 0 | -8
COc1cc(OC)cc(C(=O)NC(C(=O)NNC(=O)CN(C)S(=O)(=O)c2ccc(C)cc2)C(C)C)c1 (stereo unspecified) | 6 | 3 | -8 | 1 | -3 | 2 | -2 | -5 | -7 | 2
CCOC(=O)Cn1nc(C)n(-c2ccc(Br)cc2)c1=O | 3 | -2 | 0 | -8 | -7 | 3 | 0 | -6 | 0 | -6
COc1cccc(CNC(=O)[C@H]2CCCN2C(=O)[C@H]2CCCN2C(=O)c2cccs2)c1 | 1 | 5 | 2 | -6 | -9 | 3 | 8 | 1 | · | -3
CC1CCC(N(C)C(=O)CN2C(=O)NC(c3ccccc3)(c3ccccc3)C2=O)CC1 (stereo unspecified) | 1 | 2 | -1 | -3 | 5 | -11 | 1 | 3 | -15 | 14
CC1Cc2ccccc2N1S(=O)(=O)c1c(N)n(C)c(=O)n(C)c1=O (stereo unspecified) | -2 | -1 | 0 | 8 | 2 | 1 | 4 | -3 | 2 | -4
O=C(COC(=O)C1=COCCO1)NC(=O)c1ccc(OC(F)F)cc1 | -2 | -4 | -3 | 1 | 1 | 5 | 5 | 1 | 1 | 8

Main list, from the start:
SMILES | rCAG binder | PRMT1 FP inh | LEDGF integ inh | TCR-CD3 inh | mABHD4 FP | GC-B act | MBD2 inh | TDP2 absorb | HTRA1 inh | SIAE inh
Oc1[nH]c2ccc(Br)cc2c1N=Nc1ccc(F)cc1 | 5 | 3 | -5 | -1 | 5 | -3 | 0 | -5 | -10 | 3
CCCCN1C[C@H](C)[C@@H](CC(=O)NC)C1=O | 1 | 5 | 0 | -3 | 3 | -2 | -1 | -10 | 3 | 4
O=C(CSc1nccc(=O)[nH]1)c1cc2ccccc2o1 | 7 | 13 | 1 | -1 | 6 | 0 | -1 | 9 | -6 | 8
CSc1ccc(N2CCN(CCCNC(=O)Nc3ccccc3F)CC2)cc1 | -5 | 0 | 1 | -1 | 3 | -5 | 2 | -3 | -6 | 8
COc1ccc(C2C(C(C)=O)=C(O)C(=O)N2c2ccc(C)cc2)cc1 (stereo unspecified) | 4 | -6 | 4 | 8 | 2 | 2 | -7 | 17 | 0 | -8
COc1cc(OC)cc(C(=O)NC(C(=O)NNC(=O)CN(C)S(=O)(=O)c2ccc(C)cc2)C(C)C)c1 (stereo unspecified) | 6 | 3 | -8 | 1 | -3 | 2 | -2 | -5 | -7 | 2
CCOC(=O)Cn1nc(C)n(-c2ccc(Br)cc2)c1=O | 3 | -2 | 0 | -8 | -7 | 3 | 0 | -6 | 0 | -6
COc1cccc(CNC(=O)[C@H]2CCCN2C(=O)[C@H]2CCCN2C(=O)c2cccs2)c1 | 1 | 5 | 2 | -6 | -9 | 3 | 8 | 1 | · | -3
CC1CCC(N(C)C(=O)CN2C(=O)NC(c3ccccc3)(c3ccccc3)C2=O)CC1 (stereo unspecified) | 1 | 2 | -1 | -3 | 5 | -11 | 1 | 3 | -15 | 14
CC1Cc2ccccc2N1S(=O)(=O)c1c(N)n(C)c(=O)n(C)c1=O (stereo unspecified) | -2 | -1 | 0 | 8 | 2 | 1 | 4 | -3 | 2 | -4

Complete entries, quoted from the list.
Record of O=C(CSc1nccc(=O)[nH]1)c1cc2ccccc2o1 = rCAG binder = 7; PRMT1 FP inh = 13; LEDGF integ inh = 1; TCR-CD3 inh = -1; mABHD4 FP = 6; GC-B act = 0; MBD2 inh = -1; TDP2 absorb = 9; HTRA1 inh = -6; SIAE inh = 8
Record of CC1Cc2ccccc2N1S(=O)(=O)c1c(N)n(C)c(=O)n(C)c1=O (stereo unspecified) = rCAG binder = -2; PRMT1 FP inh = -1; LEDGF integ inh = 0; TCR-CD3 inh = 8; mABHD4 FP = 2; GC-B act = 1; MBD2 inh = 4; TDP2 absorb = -3; HTRA1 inh = 2; SIAE inh = -4

The results go on:
SMILES | rCAG binder | PRMT1 FP inh | LEDGF integ inh | TCR-CD3 inh | mABHD4 FP | GC-B act | MBD2 inh | TDP2 absorb | HTRA1 inh | SIAE inh
O=C(COC(=O)C1=COCCO1)NC(=O)c1ccc(OC(F)F)cc1 | -2 | -4 | -3 | 1 | 1 | 5 | 5 | 1 | 1 | 8
CCOc1ccc(NC(=O)C(CC(=O)O)Cc2ccccc2)cc1 (stereo unspecified) | 5 | 3 | -2 | 5 | -6 | -5 | 7 | -2 | 1 | -2
Cc1ccc(C)c(N(CC(=O)NC2CCCCC2)C(=O)CNC(=O)c2ccco2)c1 | 0 | 3 | -3 | -1 | -2 | 1 | -2 | -14 | -8 | -2
CCC(CC)NC(=O)c1cc(S(=O)(=O)N2CCCCC2)ccc1N1CCOCC1 | 0 | 1 | 7 | 1 | -3 | 5 | 0 | -4 | 4 | -11
CCCCN(CC)C(=O)c1ccccc1Oc1ccccc1 | -7 | -1 | 2 | 2 | 2 | -6 | 0 | 1 | -5 | -1
CCCCCc1c(O)c2ccccc2[nH]c1=O | 3 | -1 | 1 | 4 | 3 | 2 | 2 | 8 | 1 | 5
CCOC(=O)C1CCCN(S(=O)(=O)c2ccc(S(=O)(=O)N3CCCC3)cc2)C1 (stereo unspecified) | -1 | -6 | -2 | 3 | -1 | 3 | -4 | 0 | 2 | -1
CCC(C(=O)Nc1ccccc1)c1ccccc1 (stereo unspecified) | 0 | -3 | 1 | 6 | 1 | -4 | 1 | 2 | 1 | 3
Cc1cc(NC(=O)CSc2nnc(-c3ccco3)o2)no1 | 2 | -2 | -3 | 1 | 1 | -3 | -2 | 0 | -3 | 7
CCOc1cc(C#N)ccc1OCC(=O)N1CCN(C(=O)c2cccs2)CC1 | 2 | 2 | 0 | -1 | 2 | 9 | -1 | 3 | 8 | -2
O=S(=O)([N-]c1nc2ccccc2nc1-[n+]1ccccc1)c1ccc(Cl)cc1 | -4 | -2 | 0 | 5 | -3 | 3 | -6 | 11 | 9 | -3
COc1ccccc1CNC(=O)c1ccc(OCC2CCCO2)cc1 (stereo unspecified) | -3 | 0 | 0 | -2 | 2 | -1 | -1 | 5 | 0 | 5
CC(C)Cc1nnc(NC(=O)CSc2nc(O)c(Cc3ccccc3)c(=O)[nH]2)s1 | 6 | 13 | -7 | -3 | -1 | 2 | 5 | -4 | 5 | 1
CC(C(N)=O)N1c2cccc3cccc(c23)S1(=O)=O (stereo unspecified) | 0 | 1 | 1 | 2 | -4 | 1 | -4 | -3 | -1 | 1
CCCCn1c(=N)n(CC(=O)O)c2ccccc21 | -2 | -3 | 1 | -2 | 2 | -1 | -3 | 12 | 10 | 1
Cc1ccc(S(=O)(=O)N(CC(=O)NCc2ccncc2)C2CCCCC2)cc1 | -2 | 0 | -3 | 10 | 1 | -10 | -9 | -3 | -8 | 1
NC(=S)N/N=C/c1ccc(-c2cc(Cl)c(Cl)cc2Cl)o1 | 26 | 5 | 2 | 8 | 6 | -11 | -5 | -6 | 7 | 7
CC[C@]12c3[nH]c4cc(CCC(=O)N(C)C)ccc4c3CCN1C(=O)[C@@H](CC(=O)NCCN1CCOCC1)C[C@@H]2C(=O)N1CCN(C(=O)c2ccco2)CC1 | 0 | -1 | 0 | 1 | -1 | -2 | 0 | -12 | 3 | 3
CCNc1nc(NC(C)C)nc(Nn2cnnc2)n1 | -4 | 2 | 2 | 0 | -1 | 3 | 0 | -3 | 3 | -1
CCNC(=O)/C(=C/c1ccc2c(c1)OCO2)NC(=O)c1ccc(Br)cc1 | 6 | 1 | 2 | -2 | -9 | -1 | -5 | -6 | 7 | 5
O=C(Nc1cccc(S(=O)(=O)N2CCOCC2)c1)c1ccc(Cl)c([N+](=O)[O-])c1 | 10 | 4 | -5 | 5 | -9 | 3 | -2 | -7 | -8 | -1
CC(=O)Nc1cccc(NC(=O)CSc2nnc(NC(=O)C3CC3)s2)c1 | 4 | 1 | 3 | 3 | 5 | 1 | -6 | 13 | -3 | 11
Fc1c(F)c(-n2nnc3ccccc32)c(F)c(F)c1Cl | -3 | -1 | 1 | -3 | -1 | 4 | 2 | 11 | -5 | -5
Cc1ccc(CNC(=O)CSc2ccsc2[N+](=O)[O-])cc1 | 12 | -1 | 2 | 4 | 1 | -1 | 2 | -1 | -6 | -3
CC(C)(O)c1[nH]c2cc(F)ccc2c1C(C)(C)O | 4 | 1 | 0 | 10 | 8 | -1 | -4 | 2 | -16 | 2
NC(CSCc1ccccc1Cl)C(=O)O (stereo unspecified) | 1 | 4 | -6 | -7 | -1 | -2 | 4 | -4 | -13 | -7
Cc1ccc(N2C(N)=NC(N)=NC2(C)C)c(C)c1 | 1 | -1 | 2 | 8 | 3 | -2 | -2 | -5 | 4 | 5
O=c1c2cc(N3CCOCC3)ccc2[nH]c(=S)n1Cc1ccc(Cl)cc1 | 7 | 1 | 4 | 2 | 7 | 14 | -4 | 2 | 4 | 0
CCCCOC(=O)C1=C(C)NC(=O)NC1c1ccccc1 (stereo unspecified) | -7 | 1 | -4 | -2 | -2 | -5 | -5 | 12 | 4 | -7
COC(=O)C(Cc1ccccc1)N1CCS(=O)(=O)CC1 (stereo unspecified) | -3 | -7 | 2 | 3 | 3 | -3 | 0 | -1 | 0 | 5
COc1ccc(CN(C)C(=O)C2CCN(C(=O)Nc3ccccc3)CC2)cc1 | -5 | -2 | 1 | 7 | 2 | 2 | -4 | 9 | -2 | -6
O=C(COc1ccc(Cl)cc1)OCC(=O)N1CCCC1 | 0 | -3 | -2 | 2 | -4 | 8 | -1 | 8 | 4 | -1
CC(Sc1ccccc1)C(=O)NN=C1CCCCCCC1 (stereo unspecified) | 0 | -2 | -1 | -3 | 1 | -2 | 1 | 4 | -9 | -7
